Y pestis TopoI = Y. pestis Topo-I inhibition via cleavage products; Y. pestis Topo-I cleavage product accumulation, plate reader; activity, % at 10 µM; 360,000 tested, 0.064% active; AID 504884; in the data active = activity above about 50%, passing the limit was not always enough; also: inactives centre near 2
MazF activator = increases E. coli MazEF RNase cleavage of RNA | 350,000 tested, 0.32% active | AID 504720 | P0AE70 | FAM/BHQ RNA-DNA oligo cleavage fluorescence, 5 h | activation, % at 20 µM; in the data active = activation above about 50%
Target sequence (P0AE70 whole entry, looked up): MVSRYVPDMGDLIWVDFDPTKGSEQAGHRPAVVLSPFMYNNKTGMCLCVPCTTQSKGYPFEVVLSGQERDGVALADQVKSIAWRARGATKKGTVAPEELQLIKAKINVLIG
CCHF vOTU inh = blocks the CCHF virus ovarian tumor domain protease | CCHFV vOTU protease, Pep-AMC fluorescence | inhibition, % at 11.5 µM | 370,000 tested, 0.55% active; in the data active = inhibition above about 30%; also: 0% = vehicle wells with enzyme and 100% = no enzyme wells
PrPC surface inh = cell surface PrPC inhibition, primary TR-FRET screen. TR-FRET read-out. inhibition, % at 13.8 µM. 370,000 tested, 0.43% active. AID 720596; in the data active = inhibition above about 24%; also: 0% = median of the test wells and 100% = reference compound wells
SARS 3CLpro inh = SARS-CoV 3CLpro protease inhibition. 290,000 tested, 0.14% active. P0C6X7. inhibition, % at 6 µM. recombinant SARS-CoV 3CLpro, quenched FRET peptide cleavage. AID 1706; in the data active = inhibition above about 12%
SSB-PriA inh = K. pneumoniae PriA-SSBct interaction inhibition; AlphaScreen SSBct-PriA binding, biotinylated peptide; inhibition, % at 33 µM; 430,000 tested, 0.6% active; in the data active = inhibition mostly above about 37%, no sharp cut-off; inactive = mostly below about 20%;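 also: plate controls were negative control peptide for no effect and reference peptide for full effect; strong numbers were not always called active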
DUSP3 inh = blocks human VHR1 dual specificity phosphatase; recombinant VHR phosphatase, pNPP absorbance; 290,000 tested, 0.52% active; inhibition, % at 13.3 µM; in the data active = inhibition above about 50%; also: some compounds called inactive have numbers as strong as hits
Target sequence (P51452 whole entry, looked up): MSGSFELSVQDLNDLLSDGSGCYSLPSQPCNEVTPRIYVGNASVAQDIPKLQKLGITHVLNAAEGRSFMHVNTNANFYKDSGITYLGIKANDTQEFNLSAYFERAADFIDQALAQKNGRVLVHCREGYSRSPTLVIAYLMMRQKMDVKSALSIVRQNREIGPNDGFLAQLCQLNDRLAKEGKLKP
BH1578 lux ind = induces V. cholerae light production without autoinducers. V. cholerae BH1578 lux reporter, luminescence, 6 h. activation, % at 18.7 µM. 350,000 tested, 0.16% active. AID 588436; in the data active = activation mostly above about 9.7%, no sharp cut-off; also: not every result past the cut was called active; inactives centre near 0; reference of the scale not given here
Rv3671c protease = inhibitors of M. tuberculosis serine protease Rv3671c; P9WHR9; inhibition, % at 5.96 µM; AID 2606; 320,000 tested, 0.048% active; in the data active = inhibition above about 38%;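 also: extracellular domain of Rv3671c used as enzyme; 0% = enzyme with DMSO and 100% = no enzyme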
Target sequence (P9WHR9 whole entry, looked up, the tested form may be a part): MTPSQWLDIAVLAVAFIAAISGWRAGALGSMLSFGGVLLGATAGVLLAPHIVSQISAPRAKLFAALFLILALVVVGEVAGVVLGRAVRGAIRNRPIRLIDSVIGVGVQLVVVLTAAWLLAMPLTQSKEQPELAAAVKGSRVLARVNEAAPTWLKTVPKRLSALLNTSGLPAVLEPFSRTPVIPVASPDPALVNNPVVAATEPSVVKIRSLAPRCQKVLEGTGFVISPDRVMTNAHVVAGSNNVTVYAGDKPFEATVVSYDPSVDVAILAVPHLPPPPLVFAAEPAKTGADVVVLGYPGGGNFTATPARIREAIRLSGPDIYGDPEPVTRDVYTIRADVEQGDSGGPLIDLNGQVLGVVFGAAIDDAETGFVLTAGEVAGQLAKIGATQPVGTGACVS
TcdB GH inh = blocks C. difficile toxin B glycohydrolase activity; TcdB glycohydrolase enzymatic assay, plate reader; inhibition, % at 9.99 µM; 350,000 tested, 0.24% active; AID 652162; in the data active = inhibition above about 10%
* marks the source's active call; other numbers are inactive results; i = inactive; · = not tested or not shown; & = joins results of further samples. Some of the compounds tested (hit frequency here may not be typical).

cpd	molecule	DUSP3 inh	SARS 3CLpro inh	SSB-PriA inh	MazF activator	TcdB GH inh	PrPC surface inh	Rv3671c protease	BH1578 lux ind	CCHF vOTU inh	Y pestis TopoI
1	COc1ccccc1N=Cc1c(C)[nH]n(-c2ccc(C)cc2C)c1=O	10.3	4.7	-5.5	8.6	1.3	6.0	-2.3	i	-3.9	-3.1
2	CN(c1ccccc1)S(=O)(=O)c1ccc(C(=O)NCc2cccnc2)cc1	·	·	·	-5.5	-3.0	10.5	·	i	5.7	-5.9
3	C[C@H](N)c1nnc(SCc2ccc(Cl)cc2Cl)o1	4.3	6.4	-17.8	1.3	·	3.6	3.4	-2.0	15.8	-7.5
4	COc1ccc(C2=NOC(C(=O)NCc3ccc(F)cc3)C2)cc1OC (stereo not given)	-5.0	-1.1	-2.8	3.7	1.3	·	1.3	-1.0	·	7.7
5	O=[N+]([O-])c1ccc(CSc2nc3ncc(Br)cc3[nH]2)cc1	16.6	-1.6	-8.9	1.2	-5.6	2.0	3.5	-0.4	9.1	-4.5
6	COc1ccccc1-c1cc(C(=O)Nc2cccnc2Cl)no1	124.3	0.7	-9.9	4.6	0.2	-11.5	3.8	-0.4	1.0	7.3
7	Cc1ccc(/C=N/Nc2nc3ccccc3s2)o1	-1.6	-2.1	·	-0.1	·	7.8	-0.2	-0.3	11.2	-4.7
8	Cc1cc(C)c(S(=O)(=O)N(C)Cc2cnn(C)c2)c(C)c1	-8.3	5.2	-8.2	8.4	·	-5.0	-5.6	-0.3	-0.8	-4.0

cpd	molecule	DUSP3 inh	SARS 3CLpro inh	SSB-PriA inh	MazF activator	TcdB GH inh	PrPC surface inh	Rv3671c protease	BH1578 lux ind	CCHF vOTU inh	Y pestis TopoI
9	Cc1ccc(N2C(=O)CC(Sc3ccccc3C(=O)O)C2=O)cc1C (stereo not given)	9.0	2.0	4.5	15.2	-0.6	-1.4	-9.8	-0.7	3.0	-7.1
10	O=C(NCc1cccnc1)c1c(F)c(F)c(F)c(F)c1F	-3.8	3.7	-7.4	2.3	·	0.9	13.5	-0.6	20.5	3.2
11	O=C(O)c1ccccc1C(=O)Nc1n[nH]c(=S)s1	30.1	3.1	-9.9	-7.9	6.4	-0.8	-1.8	-1.5	-8.8	0.3
12	CC(=O)Nc1ccc(S(=O)(=O)NCC(=O)OCC(=O)N2CCCCCC2)cc1	·	·	5.0	7.6	-9.7	11.3	-2.4	-0.6	19.6	2.2
13	CCc1ccc(NC(=O)c2[nH]c(C)c(C(C)=O)c2C)cc1	10.1	-3.0	7.9	6.9	-4.6	13.1	1.8	-0.4	8.6	3.0
14	Cc1cccnc1C1=NOC(Cc2ccccc2)C(=O)N1C (stereo not given)	·	·	·	·	0.1	8.6	·	-1.0	1.7	1.9
15	CC(C)NC(=S)NC(=O)c1ccc(-c2ccccc2)cc1	21.9	-2.0	0.1	-12.0	-0.5	8.4	-4.5	0.0	7.8	-0.6
16	COCCN(C(=O)Cc1cccs1)c1nnc(-c2ccncc2)s1	17.5	3.1	-15.9	-0.5	·	-0.8	-0.9	-0.2	7.3	8.0

cpd	molecule	DUSP3 inh	SARS 3CLpro inh	SSB-PriA inh	MazF activator	TcdB GH inh	PrPC surface inh	Rv3671c protease	BH1578 lux ind	CCHF vOTU inh	Y pestis TopoI
17	Cc1cc(C(=O)NNC(=O)c2ccc(Cl)cc2Cl)c(C)o1	·	·	12.8	3.0	1.3	-5.0	3.5	-5.0	0.1	3.3
18	CC(CN1CCCCCC1)C(=O)NN (stereo not given)	-2.2	-3.4	0.2	2.5	1.0	2.5	12.7	-0.4	-0.5	3.0
19	COc1cccc(N2CCN(C(=O)C3CCCN(S(=O)(=O)c4cnc[nH]4)C3)CC2)c1 (stereo not given)	4.6	3.0	-7.6	1.3	0.6	1.4	9.0	-0.2	-7.6	-3.7
20	Cc1oc(-c2ccc(Cl)cc2)nc1CS(=O)CC(=O)NCc1ccc2c(c1)OCO2 (stereo not given)	9.4	-2.8	4.7	9.4	-5.5	3.5	3.8	-0.2	2.6	24.7
21	CC1(C)Cc2c(C#N)c(NCCN3CCOCC3)nc(-c3ccccc3)c2CO1	25.3	-1.8	-7.1	4.9	-8.3	3.4	4.9	-0.2	4.6	16.8
22	Cc1cc(C(=O)Nc2cccnc2)on1	26.3	3.4	-5.7	8.4	0.0	-7.8	-7.5	-0.1	-4.0	4.7
23	Nc1c(C(=O)NC23CC4CC(CC(C4)C2)C3)sc2nc3c(c(C(F)(F)F)c12)CCC3	11.7	6.1	-4.7	-0.2	1.3	6.9	-5.9	i	-1.1	1.9
24	O=S(=O)(c1cccc(-c2nnco2)c1)N1CCOCC1	5.9	1.3	3.1	-11.7	-1.0	-1.0	-11.7	-0.7	-13.3	-5.6

cpd	molecule	DUSP3 inh	SARS 3CLpro inh	SSB-PriA inh	MazF activator	TcdB GH inh	PrPC surface inh	Rv3671c protease	BH1578 lux ind	CCHF vOTU inh	Y pestis TopoI
25	CC/C(C)=N/Nc1nc(-c2cc3cccc(OC)c3oc2=O)cs1	36.0	-0.7	·	7.9	1.8	3.4	-7.8	-0.4	1.9	-5.0
26	Cc1ccc(C)c(N2CCN(C(=S)NC3CCCCC3)CC2)c1	-6.7	4.9	0.5	1.6	0.2	-0.7	4.3	1.8	-5.7	-0.8
27	COc1ccc(N=C2C(=Nc3ccc(OC)cc3)N(c3ccc(OC)cc3)C(=S)N2C(=O)c2ccc(OC)cc2)cc1	3.3	-0.8	13.3	16.0	·	6.8	0.0	-0.4	-2.5	1.1
28	CCN(CC)S(=O)(=O)c1ccc(C(=O)C(C#N)c2ccccn2)cc1 (stereo not given)	13.4	1.4	1.9	2.9	0.3	-4.7	-2.0	i	-4.6	-0.4
29	CCCNC(=O)N(C)C[C@H]1Oc2ncc(C#CCc3ccccc3)cc2C(=O)N([C@H](C)CO)C[C@H]1C	·	·	·	-20.8	1.0&0.2	-4.2	·	i	2.5	25.1
30	CCOc1cc(/C=C2/C(=N)N3C(=NC2=O)SN=C3S(C)(=O)=O)ccc1OC(=O)c1ccco1	-12.9	-0.1	-18.1	10.3	·	·	-12.4	5.6	·	9.5
31	CCOC(=O)C1CCCN(C(=O)CNC(=O)Cn2ccc3ccccc3c2=O)C1 (stereo not given)	-2.4	0.6	-18.4	11.3	·	-9.4	-8.1	i	20.9	0.5
32	COC(=O)c1ccc(CSc2nc(N3CCOCC3)c3c(c2C#N)CC(C)(C)OC3)o1	1.9	5.2	-9.0	1.0	·	6.5	6.0	i	1.9	45.3

cpd	molecule	DUSP3 inh	SARS 3CLpro inh	SSB-PriA inh	MazF activator	TcdB GH inh	PrPC surface inh	Rv3671c protease	BH1578 lux ind	CCHF vOTU inh	Y pestis TopoI
33	Cc1ccc(OCC(O)CN2CCC(Cc3ccccc3)CC2)c(C)c1 (stereo not given)	14.0	0.0	3.9	3.1	0.9	-1.8	-1.9	i	-1.6	17.8
34	CCOc1cccc(N2C(=O)CC(n3cnc4ccccc43)C2=O)c1 (stereo not given)	-19.6	2.4	0.2	5.0	·	-6.2	0.1	-13.8	3.1	-6.6
35	Clc1ccc(Cn2cccc2C2=NCCO2)cc1	30.2	0.3	-5.7	-6.2	·	6.0	2.9	2.3	5.3	-9.0
36	CC1CCC(C(C)C)C(OCC[N+](C)(C)C)C1 (stereo not given)	17.0	-0.2	-10.4	8.8	-1.5	0.8	-9.1	-0.3	-4.2	-1.5
37	COc1ccc(Cl)cc1NC(=O)CN(C)C1CCCCC1	7.2	6.6	-10.8	-8.4	·	1.3	14.4	i	7.1	30.9
38	CCCCNC(=S)N(CCN(CC)CC)Cc1cc2cc3c(cc2[nH]c1=O)OCCO3	7.4	-4.1	-5.1	10.1	2.0	4.2	-9.0	1.5	-34.9	0.6
39	CCC(C)(C(=O)NC1CCCC1)N(CC1CCCO1)C(=O)CNC(=O)c1ccccc1 (stereo not given)	-7.5	-2.2	11.3	6.1	·	1.2	1.5	-0.3	9.6	0.7
40	CN(C)N=Nc1ccc(S(=O)(=O)NC(=O)Cc2ccccc2)cc1	-1.9	0.3	9.2	9.4	0.7	7.1	-2.3	i	-7.4	9.9

cpd	molecule	DUSP3 inh	SARS 3CLpro inh	SSB-PriA inh	MazF activator	TcdB GH inh	PrPC surface inh	Rv3671c protease	BH1578 lux ind	CCHF vOTU inh	Y pestis TopoI
41	CCOc1ccc(OCc2ccc(C(=O)NN=Cc3ccc[nH]3)cc2)cc1	·	·	-4.3	-7.9	0.0	14.9	2.7	-0.3	-0.8	10.3
42	O=C(CSc1cccs1)NCCc1ccccc1	-4.1	-1.5	-12.5	-10.4	1.0	0.9	-5.4	-0.1	3.2	-4.4
43	COc1ccc(C(=O)C2CCN(CC(=O)NCc3ccccc3)CC2)cc1	26.0	-1.0	8.8	11.5	-1.0	1.3	2.5	-0.3	14.6	25.0
44	CCC(C)[C@H](NC(=O)N1CCCC1)C(=O)OC (stereo not given in full)	-11.1	-1.2	-20.9	1.9	2.3	1.5	12.2	0.3	-4.2	-5.0
45	O=C(CNC(c1ccccc1)c1ccccc1)Nc1c(F)cccc1F	-6.7	4.4	-23.9	1.7	·	12.1	3.8	-0.3	-0.5	15.1
46	N#CC1=C(N)OC2=C(C(=O)CC(c3ccccc3)C2)C1c1ccc2c(c1)OCO2 (stereo not given)	25.8	-1.9	-0.2	1.7	1.1	10.6	0.8	i	-1.4	4.7
47	COc1ccccc1C=NN=C(N)C(N)=NN=Cc1ccccc1OC	·	·	-0.9	-5.1	0.9	-9.6	·	i	20.5	8.6
48	Cc1cc(=O)[nH]c(N/N=C/c2ccc(-c3ccc([N+](=O)[O-])cc3)o2)n1	15.3	6.6	·	2.7	5.8	-11.1	10.7	-0.6	11.8	1.0

Reformatted with two lines to a compound: part of the list above
Below each compound: DUSP3 inh, SARS 3CLpro inh, SSB-PriA inh, MazF activator, TcdB GH inh, PrPC surface inh, Rv3671c protease, BH1578 lux ind, CCHF vOTU inh, Y pestis TopoI
38: CCCCNC(=S)N(CCN(CC)CC)Cc1cc2cc3c(cc2[nH]c1=O)OCCO3
 : 7.4, -4.1, -5.1, 10.1, 2.0, 4.2, -9.0, 1.5, -34.9, 0.6
39: CCC(C)(C(=O)NC1CCCC1)N(CC1CCCO1)C(=O)CNC(=O)c1ccccc1 (stereo not given)
 : -7.5, -2.2, 11.3, 6.1, ·, 1.2, 1.5, -0.3, 9.6, 0.7
40: CN(C)N=Nc1ccc(S(=O)(=O)NC(=O)Cc2ccccc2)cc1
 : -1.9, 0.3, 9.2, 9.4, 0.7, 7.1, -2.3, i, -7.4, 9.9
41: CCOc1ccc(OCc2ccc(C(=O)NN=Cc3ccc[nH]3)cc2)cc1
 : ·, ·, -4.3, -7.9, 0.0, 14.9, 2.7, -0.3, -0.8, 10.3
42: O=C(CSc1cccs1)NCCc1ccccc1
 : -4.1, -1.5, -12.5, -10.4, 1.0, 0.9, -5.4, -0.1, 3.2, -4.4
43: COc1ccc(C(=O)C2CCN(CC(=O)NCc3ccccc3)CC2)cc1
 : 26.0, -1.0, 8.8, 11.5, -1.0, 1.3, 2.5, -0.3, 14.6, 25.0
44: CCC(C)[C@H](NC(=O)N1CCCC1)C(=O)OC (stereo not given in full)
 : -11.1, -1.2, -20.9, 1.9, 2.3, 1.5, 12.2, 0.3, -4.2, -5.0
45: O=C(CNC(c1ccccc1)c1ccccc1)Nc1c(F)cccc1F
 : -6.7, 4.4, -23.9, 1.7, ·, 12.1, 3.8, -0.3, -0.5, 15.1

(list continues)
cpd	molecule	DUSP3 inh	SARS 3CLpro inh	SSB-PriA inh	MazF activator	TcdB GH inh	PrPC surface inh	Rv3671c protease	BH1578 lux ind	CCHF vOTU inh	Y pestis TopoI
49	COc1ccc(/C=N/NC(=O)c2cccnc2)cc1Cn1nc([N+](=O)[O-])c(Br)c1C	30.9	-6.1	·	·	0.6	-26.2	-16.1	·	10.6	·
50	CC1CN(CCOc2ccc(F)cc2)CC(C)O1 (stereo not given)	13.9	-0.3	-11.2	-0.3	0.3	8.5	10.6	i	5.1	6.2
51	Cc1ccc(S(=O)(=O)N2CCOCC2)cc1NC(=O)CSc1nnnn1C	33.4	3.0	-8.3	5.7	1.0	-6.5	-0.6	i	9.9	4.4
52	O=C(CCNC(=O)c1ccc(Br)cc1)Nc1nc2ccccc2[nH]1	·	·	-3.5	-9.4	2.9	-11.4	·	i	-3.7	1.9
